Assay outcomes from PubChem.
core dimer inh – blocks dimerization of HCV core protein | TR-FRET GST/Flag-core106 dimerization, 1536-well | inhibition, % at 5 µM | actives 0.33% (n = 300,000) | AID 1899;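 active = inhibition above the mean of all tested compounds plus 3 SD, set per screening campaign, cut at about 45% in these data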
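Assay system: Tagged HCV core106 pair (GST and Flag) | Buffer or medium: KF-containing HEPES buffer, pH 7.45, DTT, CHAPS, BSA | Also added: Eu donor and XL665 acceptor anti-tag antibodies | Dosing: One concentration, 5 µM, in 0.5% DMSO | Timing: 4 h at 22.5 °C | Technique: TR-FRET 671 and 617 nm emission | Repeats: Singlicate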
PP1 inh – counter-screen for PP5 inhibitors: inhibitors of human PP1-alpha | AID 2235 | actives 0.9% (n = 320,000) | purified PP1alpha, OMFP fluorescence | inhibition, % at 6.7 µM;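 active = inhibition above the mean inhibition of all tested compounds plus 3 SD, computed separately for each screening campaign, cut at about 15% in these data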
Target sequence (P62136 whole entry, looked up): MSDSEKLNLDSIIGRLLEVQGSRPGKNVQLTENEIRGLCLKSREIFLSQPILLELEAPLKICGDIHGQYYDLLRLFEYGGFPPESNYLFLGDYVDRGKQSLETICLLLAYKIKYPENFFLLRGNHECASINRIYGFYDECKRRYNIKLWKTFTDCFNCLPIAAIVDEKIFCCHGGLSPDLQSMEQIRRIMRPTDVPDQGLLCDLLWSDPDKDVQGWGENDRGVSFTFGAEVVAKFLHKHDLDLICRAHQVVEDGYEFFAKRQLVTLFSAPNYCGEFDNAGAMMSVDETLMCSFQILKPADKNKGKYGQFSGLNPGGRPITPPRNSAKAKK
GASC-1 inh – human JMJD2C demethylase inhibition. GST-JMJD2C(1-420) H3K9me3 demethylation, DELFIA europium. Q9H3R0. inhibition, % at 2.35 µM. actives 0.069% (n = 330,000);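 active = more than half of a compound's replicate wells show inhibition beyond 50%, single wells judged on their own value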;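 also: signal counts dimethyl H3K9 product captured on neutravidin plate; 0% = median of DMSO wells and 100% = 0.3 times that DMSO median; strong numbers were not always called active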
TPT1 inh – inhibitors of Candida albicans tRNA 2'-phosphotransferase TPT1. recombinant caTPT1, FP RNA substrate dephosphorylation. inhibition, % at 5 µM. actives 0.81% (n = 300,000). AID 1962;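 active = inhibition above the mean of all tested compounds plus 3 SD, set per screening campaign, cut at about 24% in these data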;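 also: plate controls were DMSO alone for no effect and ferristatin control at 100 nM for full effect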
PP5 primary – blocks human protein phosphatase 5 activity; purified PP5c, OMFP substrate fluorescence; AID 1987; inhibition, % at 6.7 µM; actives 0.18% (n = 320,000); P53041;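 active = inhibition above the campaign's mean inhibition across all tested compounds plus 3 SD, cut at about 9.5% in these data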;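 also: 0% = DMSO only and 100% = 100 µM cantharidin control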
procasp7 counter – counter-screen for procaspase-3 activators: activators of human procaspase-7. recombinant procaspase-7, Ac-DEVD-pNA absorbance 405 nm; D23A/D198A/D206A triple mutant, cannot self-cleave; scale: DMSO 0, 5 µM enzyme 100. P55210. actives 0.093% (n = 330,000). AID 463210. activation, % at 8.5 µM;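 active = percent activation above the screen-wide mean plus 3 SD, cut at about 25% in these data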
Target sequence (P55210 whole entry D23A/D198A/D206A): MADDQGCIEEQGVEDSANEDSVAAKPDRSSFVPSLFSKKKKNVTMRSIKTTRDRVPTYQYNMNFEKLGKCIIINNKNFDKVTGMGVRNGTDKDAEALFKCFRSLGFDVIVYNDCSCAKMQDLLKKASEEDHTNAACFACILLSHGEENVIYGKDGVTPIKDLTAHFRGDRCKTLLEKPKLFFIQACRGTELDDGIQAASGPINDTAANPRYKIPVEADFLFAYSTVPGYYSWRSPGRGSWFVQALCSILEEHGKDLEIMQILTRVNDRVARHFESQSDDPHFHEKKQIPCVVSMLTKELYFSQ
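Replicates: singlicate. Assay system: Procaspase-7 triple mutant (PC-7 D3A). Signal: 405 nm absorbance of p-nitroaniline. Times: 1 h preincubation, 2 h reaction. Buffer or medium: Zinc-free HEPES pH 7.4 with 300 mM NaCl, 0.01% Triton X-100. Also added: DEVD-pNA substrate. Benchmarks: DMSO wells as 0%, DMSO with 5 µM added PC-7 as 100%.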
Efflux pump inh – blocks antifungal efflux pumps in multiplex yeast assay. S. cerevisiae Candida pump triplex, Nile Red efflux. inhibition, % at 10 µM. actives 0.44% (n = 330,000). AID 485275;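 active = plate passing quality check with inhibition over a set limit, or well fluorescence over plate mean plus 4 SD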;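 also: Nile Red retained in pooled yeast measured as flow cytometry median fluorescence; 0% = buffer negative control and 100% = Enniatin B positive control; higher means more Nile Red kept so more efflux inhibition; some compounds called inactive have numbers as strong as hits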
procasp3 activ – procaspase-3 (human) activation. AID 463141. P42574. activation, % at 8.5 µM. actives 0.11% (n = 330,000). recombinant procaspase-3 D3A, Ac-DEVD-pNA absorbance 405 nm;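 active = activation above the mean of all tested compounds plus 3 SD, cut at about 21% in these data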;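 also: 0% = DMSO alone and 100% = DMSO wells spiked with extra 5 µM PC-3 D3A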
Target sequence (P42574 whole entry D9A/D28A/D175A): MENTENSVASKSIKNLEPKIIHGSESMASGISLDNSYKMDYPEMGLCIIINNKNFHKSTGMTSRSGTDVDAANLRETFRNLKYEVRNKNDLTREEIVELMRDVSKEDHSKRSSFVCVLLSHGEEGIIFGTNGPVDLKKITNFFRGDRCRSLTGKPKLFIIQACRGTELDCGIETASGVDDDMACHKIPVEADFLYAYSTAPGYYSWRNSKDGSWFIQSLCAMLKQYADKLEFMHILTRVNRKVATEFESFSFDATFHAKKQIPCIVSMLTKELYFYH
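Assay system – Procaspase-3 D3A mutant, all three cleavage aspartates alanine · Controls – DMSO-only low control, 5 µM PC-3 D3A high control · Schedule – 1 h compound preincubation, 2 h substrate hydrolysis at 25 °C · Signal – 405 nm absorbance of p-nitroaniline, reads at 0 and 120 min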
Fh CTSL1 inh – counter-screen for PFM18AAP inhibitors: inhibitors of F. hepatica cathepsin L1; recombinant F. hepatica cathepsin L1, Z-Leu-Arg-MCA fluorescence; inhibition, % at 5.96 µM; actives 0.49% (n = 300,000); AID 1906;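 active = inhibition above the mean of all tested compounds plus 3 SD, set per screening campaign, cut at about 17% in these data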;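 also: 0% = plate median of test compound wells and 100% = 1 µM Z-Phe-Ala-diazomethylketone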
An asterisk follows results filed as active; / = no result given; & = joins results of further samples.

compound	core dimer inh	PP1 inh	GASC-1 inh	TPT1 inh	PP5 primary	procasp7 counter	Efflux pump inh	procasp3 activ	Fh CTSL1 inh
C=CC[C@@H](CC(=O)NCCO)C(=O)NC[C@H](OC(=O)[C@@H](CC=C)CC(=O)OC(C)(C)C)c1ccccc1	/	/	4	/	/	6	0.0	6	/
O=C(Oc1ccccc1)c1cc2ccccc2o1	1	-2	15	-4	-1.1	10	0.1	-2	-1
CCOC(=O)C1=C(C)N(c2ccccc2)C(=O)C1CC(=O)O (stereo unspecified)	-6	4	20	-4	0.8	-3	0.0	10	-1
Cn1c(=O)c2c(nc(Oc3ccc4c(c3)OCO4)n2Cc2ccc(F)cc2)n(C)c1=O	-3	6	2	2	4.2	-3	0.1	-3	-1
O=C(CSc1nnc(COc2ccc(Cl)cc2)o1)NC1CC2CCC1C2 (stereo unspecified)	8	0	2	1	4.0	-3	0.1	-1	10
Cc1ccc(CSCc2ccc(C(=O)NC3CCCC3)o2)cc1	3	-1	4	2	3.1	13	-0.1	-8	2
Cc1cc(C)n2nc(SC(C)C(=O)N(C)c3ccccc3)nc2n1 (stereo unspecified)	/	0	5	/	0.0	-1	0.0	1	/
Cc1ccc(C)c(N2CCN(C(=O)c3csc4ccccc34)CC2)c1	6	4	-10	1	-1.3	8	-1.8	-5	6

compound	core dimer inh	PP1 inh	GASC-1 inh	TPT1 inh	PP5 primary	procasp7 counter	Efflux pump inh	procasp3 activ	Fh CTSL1 inh
CN(Cc1c(F)cccc1Cl)C(=O)c1ccc(COc2ccccc2)cc1	2	7	44	-6	3.7	2	0.0	-6	1
COCCNCC(=O)Nc1ccccc1Sc1ccccc1	6	-3	6	-5	0.0	2	-0.1	0	-2
Cc1ccc(C)c(N(Cc2ccccc2F)S(C)(=O)=O)c1	-2	-1	6	-4	2.0	5	-0.1	4	-3
CC(NC(=O)c1ccc(NC(=O)c2ccco2)cc1)c1ccccc1 (stereo unspecified)	1	-5	-5	3	1.2	-3	0.1	-1	0
CCOc1ccc(S(=O)(=O)N2CCCC(C(=O)NCc3cccnc3)C2)cc1 (stereo unspecified)	-6	1	-17	0	4.0	-3	-0.1	4	0
CC(C)n1cc(C(=O)c2ccccc2O)cc(C#N)c1=O	-5	2	0	-3	1.1	1	-0.1	3	0
O=C(c1ccccn1)c1conc1C(=O)c1ccc(Br)cc1	3	0	12	-2	-1.5	2	0.0	7	5
c1ccc(-c2noc(CSc3nnnn3C3CCCCC3)n2)cc1	-1	1	-8	2	6.2	-3	0.1	7	-1

compound	core dimer inh	PP1 inh	GASC-1 inh	TPT1 inh	PP5 primary	procasp7 counter	Efflux pump inh	procasp3 activ	Fh CTSL1 inh
Cc1cc(N2CCOCC2)n2cc(-c3ccccc3)nc2n1	3	-4	21	-3	1.5	7	-0.1	-5	-2
CCC(C)c1ccc(NC(=O)C2CCN(c3ccc(C(F)(F)F)cn3)CC2)cc1 (stereo unspecified)	1	1	-11	-4	-1.5	9	0.2	-8	0
Nc1nc(NCC(=O)O)nc(N2CCCCCC2)c1[N+](=O)[O-]	4	-2	22	0	-2.7	16	-0.1	1	5
Cc1cc(NC(=O)CCl)n(-c2nc3ccccc3s2)n1	11	-2	2	-2	-0.2	-2	-0.1	10	-1
CCn1nc(C(=O)NNC(=O)c2cc(Cl)ccc2OC)c2ccccc2c1=O	/	-4	-2	/	-0.9	14	0.0	4	/
CC(C(=O)NC1CCCCCC1)n1cc([N+](=O)[O-])cn1 (stereo unspecified)	-2	0	1	-1	3.2	-1	0.1	-1	1
COc1ccc(S(=O)(=O)N2CCCCC2)cc1NC(=O)Cn1c(=O)cnc2ccccc21	-6	3	0	3	3.4	1	0.8	0	-3
C/C(Cn1nc([N+](=O)[O-])cc1C)=N\NC(=O)c1cccc(Br)c1	-16	-1	11	-4	-0.6	2	-0.2	16	1

compound	core dimer inh	PP1 inh	GASC-1 inh	TPT1 inh	PP5 primary	procasp7 counter	Efflux pump inh	procasp3 activ	Fh CTSL1 inh
C=CC[C@@H](CC(=O)N(CCO)Cc1ccccc1)C(=O)NC[C@H](OC(=O)[C@@H](CC=C)CC(=O)OC(C)(C)C)c1ccccc1	/	/	-5	/	/	-8	0.5	9	/
CCOc1ccccc1C1NC(=O)NC(C)=C1C(=O)OC1CCCCC1 (stereo unspecified)	7	0	9	2	2.3	2	0.0	4	8
Cn1c(=O)c2sccc2n2c(CCCC(=O)NCCc3ccccc3)nnc12	1	2	26	3	-2.6	7	0.5	2	-2
CC(NC(=O)CSc1n[nH]c(N)n1)c1ccccc1 (stereo unspecified)	-10	-1	4	1	1.4	9	0.1	1	-6
CC(=O)Nc1ccc(S(=O)(=O)NC2(C(F)(F)F)C(=O)Nc3c2c(=O)[nH]c(=O)n3Cc2ccco2)cc1 (stereo unspecified)	0	-5	20	-4	0.7	-1	0.1	-4	1
CC1CN(S(=O)(=O)c2ccc(C(=O)Nc3ccc(S(=O)(=O)N4CCOCC4)cc3)cc2)CC(C)O1 (stereo unspecified)	-9	1	29	-1	2.8	4	-1.2	5	2
Cc1nn(-c2cccc(Cl)c2)nc1C(=O)O	1	2	5	-2	3.7	5	0.1	-4	-3
Cn1c(=O)[nH]c(NCCc2ccc(O)cc2)c([N+](=O)[O-])c1=O	-26	0	3	2	2.3	0	-0.1	-4	9

compound	core dimer inh	PP1 inh	GASC-1 inh	TPT1 inh	PP5 primary	procasp7 counter	Efflux pump inh	procasp3 activ	Fh CTSL1 inh
O=C(CNC(=O)c1ccc(F)cc1)NCc1ccccn1	/	-4	7	/	3.9	6	0.1	9	/
Cc1ccc(C(=O)N/C(=C\c2ccc(-c3ccccc3[N+](=O)[O-])o2)C(=O)NCCCN2CCOCC2)cc1	-7	0	-2	-5	1.8	-1	-0.1	0	3
O=C(Nc1ccccc1N1CCCCC1)c1ccc(F)c(S(=O)(=O)N2CCOCC2)c1	1	-1	2	2	1.4	5	0.0	12	2
CCOc1ccc(CCNC(=O)COC(=O)c2ccc(S(=O)(=O)N3CCCC3)cc2)cc1OCC	-6	3	-10	0	1.4	-2	0.0	-9	4
Cc1nc2ccc(NC(=O)N(C)c3ccccc3)cc2s1	-6	-2	-1	-1	0.0	1	0.0	6	-1
Cc1ccc2nsnc2c1S(=O)(=O)N(Cc1cc2cccc(C)c2[nH]c1=O)CC1CCCO1 (stereo unspecified)	-2	2	7&6	2	1.2	-1	0.1	-5	-1
CC1(c2ccccc2)NC(=O)N(CC(=O)Nc2nc(-c3ccccn3)cs2)C1=O (stereo unspecified)	6	12	-18	5	4.4	-4	0.2	2	5
Cc1ccc(C)c2nc3sc(C(=O)N4CCOCC4)c(N)c3cc12	-17	-3	2	5	2.5	-15	0.3	-10	2

compound	core dimer inh	PP1 inh	GASC-1 inh	TPT1 inh	PP5 primary	procasp7 counter	Efflux pump inh	procasp3 activ	Fh CTSL1 inh
O=C(CCc1nc(-c2ccccc2)no1)NC1CCCCC1	-6	2	0	1	0.7	0	-0.1	4	2
CCn1cc(C(=O)N(C)c2cc(C)ccc2OC)c2cc(OC)c(OC)cc2c1=O	-4	1	-7	-1	-6.6	-6	0.2	4	-2
O=C(CCCn1c(=S)[nH]c2ccccc2c1=O)NCCSCc1ccccc1	-2	1	0	-3	1.1	3	-0.1	9	3
O=C(Nc1cccc(NC(=O)c2cccnc2)c1)c1cccnc1	1	-1	-9	-4	-1.5	1	0.0	-5	3
COCCOC(=O)C1=C(C)NC(=O)NC1c1cccc2ccccc12 (stereo unspecified)	-9	-5	-3	2	3.6	-4	0.3	2	-7
NC(CC(=O)O)c1ccc(Br)cc1 (stereo unspecified)	-14	-3	-7	2	1.0	0	0.8	3	-3
COc1ccc(C(=O)NCc2nnc(SCC(=O)N3CCCCC3)o2)cc1	-3	-6	5	1	3.0	-4	0.2	-1	3
COc1ccccc1CNC(=O)CCc1cn(C)c2ccccc12	-1	2	-13	3	0.2	3	0.1	6	0

compound	core dimer inh	PP1 inh	GASC-1 inh	TPT1 inh	PP5 primary	procasp7 counter	Efflux pump inh	procasp3 activ	Fh CTSL1 inh
O=C1NC(Cc2ccc(O)cc2)c2nc3ccccc3c(=O)n2-c2cc(Cl)ccc21 (stereo unspecified)	/	/	-13	/	/	11	-0.1	6	/
O=C(O)c1ccccc1Nc1ccnc(Cl)n1	-1	-2	3	0	-0.2	-3	-0.1	5	-4
Cc1ccc(/C=N\Nc2cn[nH]c(=O)c2Cl)cc1	-1	0	-12	-1	2.3	9	0.0	-4	5
O=C(CNC(=O)c1ccco1)N/N=C/c1cccs1	1	-1	-6	2	-0.5	8	0.0	6	-2
COc1cc(CNCCSc2nnnn2C)cc(Br)c1OCc1ccccc1	-4	-3	1	-2	0.1	6	-0.1	3	-1
CC(C)C1N(S(=O)(=O)c2ccccc2)CCN1S(=O)(=O)c1ccccc1	-4	5	-2	0	1.3	3	0.0	-2	-4
Cc1cccc(Nc2nnc(SCC(=O)NCc3cccs3)s2)c1	3	2	3	2	-2.4	-4	0.1	1	3
COC(=O)c1ccc(C(=O)OC)c(NC(=O)CSCC(=O)O)c1	1	-3	3	8	3.1	-1	0.2	-3	-1
CC(=O)N/N=C(/C)c1ccc(NC(=O)c2csc(C)c2C)cc1	-2	-3	-7	-1	1.8	-8	0.1	1	-1
O=C(COc1ccccc1)Nc1cccc(-c2nnc(-c3ccccc3)o2)c1	11	7	-11	-1	3.4	11	0.3	6	-5
